Compound activity from PubChem BioAssay.
SKN-1 block: C. elegans SKN-1 inhibition; C. elegans VP596 Pgst-4::GFP/RFP ratio, acrylamide-induced, 24 h; inhibition, % at 21.8 µM; actives 0.49% (n = 360,000);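 active = interference check ratio from 0.5 to 1.5 plus GFP to RFP signal ratio inhibition reaching or exceeding a fixed threshold, cut at about 30% in these data, passing the limit was not always enough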; also: some compounds called inactive have numbers as strong as hits
CSN deneddyl inh: CSN deneddylation inhibition. actives 0.38% (n = 360,000). inhibition, % at 12.5 µM. Q92905. AID 651999. Purified CSN, SCF-Nedd8-OG deneddylation, fluorescence polarization;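 active = pattern-corrected inhibition above about 35%, with an unprinted fluorescence ratio check between 0.5 and 1.5, limit read from the data, passing the limit was not always enough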;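 also: 0% = enzyme with substrate and 100% = substrate without enzyme; some results filed as inactive read as strong as hits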
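Material: human Csn5 produced in HEK293T cells; Input: enzyme 0.24 nM; Reagent: SCFSkp2-Nedd8OG substrate at 10 nM final; Dosing: 12.5 µM compound; Incubation: 90 min reaction at room temperature; Detection: fluorescence polarization of the substrate; Evaluation: % inhibition of substrate cleavage by Csn5; Control set: substrate-only high control, full reaction low control.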
MLLE-PAM2 inh: blocks PAM2 peptide binding to the PABP1 MLLE domain | P11940 | GST-MLLE / FITC-PAM2 fluorescence polarization | inhibition, % at 20 µM | actives 0.36% (n = 360,000) | AID 588489; in the data active = inhibition above about 35%, passing the limit was not always enough;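 also: plate controls were DMSO wells with GST-MLLE for no effect and wells lacking GST-MLLE protein for full effect; some results filed as inactive read as strong as hits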
FAS TE block: inhibitors of human fatty acid synthase thioesterase domain | inhibition, % at 15 µM | AID 602261 | actives 0.67% (n = 360,000) | P49327 | recombinant FAS-TE, OMFH fluorogenic substrate, fluorescence endpoint;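 active = compounds whose normalised, plate-corrected inhibition of enzyme fluorescence in the single-dose primary screen is 50% or more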;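 also: 0% = DMSO with enzyme and 100% = substrate without enzyme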
Target sequence (P49327 whole entry, looked up, the tested form may be a part): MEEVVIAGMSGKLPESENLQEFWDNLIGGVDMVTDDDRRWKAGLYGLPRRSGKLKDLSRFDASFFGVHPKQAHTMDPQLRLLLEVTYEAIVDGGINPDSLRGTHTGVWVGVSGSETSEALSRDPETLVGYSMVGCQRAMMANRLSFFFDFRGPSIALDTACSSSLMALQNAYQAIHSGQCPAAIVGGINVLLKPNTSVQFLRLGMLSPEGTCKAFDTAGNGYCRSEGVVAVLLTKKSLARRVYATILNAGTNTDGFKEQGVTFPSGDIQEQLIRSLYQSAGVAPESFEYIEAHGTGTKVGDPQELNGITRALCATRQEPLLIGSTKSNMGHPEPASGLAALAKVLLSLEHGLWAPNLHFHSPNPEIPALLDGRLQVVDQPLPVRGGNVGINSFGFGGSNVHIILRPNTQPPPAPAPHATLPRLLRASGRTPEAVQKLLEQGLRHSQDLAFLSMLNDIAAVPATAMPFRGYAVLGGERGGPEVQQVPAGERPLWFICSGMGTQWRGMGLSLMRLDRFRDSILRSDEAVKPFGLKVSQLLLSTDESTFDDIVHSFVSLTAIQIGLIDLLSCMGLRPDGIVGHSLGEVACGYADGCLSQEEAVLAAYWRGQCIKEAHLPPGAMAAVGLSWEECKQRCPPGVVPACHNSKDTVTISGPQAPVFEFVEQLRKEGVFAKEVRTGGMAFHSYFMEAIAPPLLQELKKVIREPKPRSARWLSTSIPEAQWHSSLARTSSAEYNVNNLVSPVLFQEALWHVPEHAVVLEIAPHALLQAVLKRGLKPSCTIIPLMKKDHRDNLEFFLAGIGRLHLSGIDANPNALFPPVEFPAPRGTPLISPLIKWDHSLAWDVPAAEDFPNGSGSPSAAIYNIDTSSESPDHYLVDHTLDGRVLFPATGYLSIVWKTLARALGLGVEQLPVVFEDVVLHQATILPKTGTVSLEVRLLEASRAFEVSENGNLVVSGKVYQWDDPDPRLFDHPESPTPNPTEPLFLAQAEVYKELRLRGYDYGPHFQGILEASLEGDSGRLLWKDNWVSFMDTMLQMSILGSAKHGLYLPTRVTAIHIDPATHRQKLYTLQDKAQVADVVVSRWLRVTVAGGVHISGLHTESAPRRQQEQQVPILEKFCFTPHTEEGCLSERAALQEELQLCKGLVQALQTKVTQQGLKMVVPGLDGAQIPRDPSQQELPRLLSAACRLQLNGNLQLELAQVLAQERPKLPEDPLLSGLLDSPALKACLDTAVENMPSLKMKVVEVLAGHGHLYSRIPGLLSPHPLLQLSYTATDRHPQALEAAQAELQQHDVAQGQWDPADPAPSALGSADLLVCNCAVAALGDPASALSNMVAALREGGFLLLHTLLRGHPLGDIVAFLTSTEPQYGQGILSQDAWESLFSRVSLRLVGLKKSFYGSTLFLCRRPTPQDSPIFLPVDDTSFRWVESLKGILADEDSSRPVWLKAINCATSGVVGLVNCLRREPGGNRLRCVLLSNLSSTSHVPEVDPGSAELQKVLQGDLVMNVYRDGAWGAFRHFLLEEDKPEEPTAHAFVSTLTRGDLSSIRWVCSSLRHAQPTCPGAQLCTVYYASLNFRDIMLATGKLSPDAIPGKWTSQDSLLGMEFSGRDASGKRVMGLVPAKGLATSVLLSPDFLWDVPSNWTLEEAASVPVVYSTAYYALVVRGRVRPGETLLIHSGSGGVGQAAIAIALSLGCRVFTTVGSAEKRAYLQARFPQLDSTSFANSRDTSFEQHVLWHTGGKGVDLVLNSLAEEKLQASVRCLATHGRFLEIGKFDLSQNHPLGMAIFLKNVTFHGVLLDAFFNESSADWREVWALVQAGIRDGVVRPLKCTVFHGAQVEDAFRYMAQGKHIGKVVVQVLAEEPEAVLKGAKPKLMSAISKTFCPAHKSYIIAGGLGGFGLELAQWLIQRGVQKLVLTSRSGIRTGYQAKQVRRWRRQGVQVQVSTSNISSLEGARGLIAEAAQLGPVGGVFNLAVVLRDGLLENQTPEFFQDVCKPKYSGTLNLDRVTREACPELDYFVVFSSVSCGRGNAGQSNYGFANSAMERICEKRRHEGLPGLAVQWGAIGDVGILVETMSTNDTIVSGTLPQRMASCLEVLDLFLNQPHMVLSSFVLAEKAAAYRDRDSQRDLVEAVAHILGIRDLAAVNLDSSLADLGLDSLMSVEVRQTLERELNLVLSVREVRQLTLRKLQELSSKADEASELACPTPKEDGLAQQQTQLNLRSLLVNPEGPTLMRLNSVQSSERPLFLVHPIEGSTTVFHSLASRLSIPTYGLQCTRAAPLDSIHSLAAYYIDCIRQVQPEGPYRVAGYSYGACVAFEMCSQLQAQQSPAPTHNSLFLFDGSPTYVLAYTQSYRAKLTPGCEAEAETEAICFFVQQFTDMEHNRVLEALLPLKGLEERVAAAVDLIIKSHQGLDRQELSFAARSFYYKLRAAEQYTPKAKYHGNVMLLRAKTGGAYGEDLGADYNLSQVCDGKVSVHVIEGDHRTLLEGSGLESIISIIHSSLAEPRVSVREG
Rin1-Abl PPI inh: inhibitors of human Rin1-Abl protein interaction; P00519+Q13671; TR-FRET Rin1/Abl binding, biochemical; inhibition, % at 7.35 µM; actives 0.4% (n = 360,000); in the data active = inhibition above about 5%, passing the limit was not always enough
Neddyl block: blocks human cullin neddylation. P61081+Q13564. TR-FRET cullin neddylation, biochemical. calls only at 25 µM. actives 0.58% (n = 360,000); in the data active = inhibition above about 36%
MT1-MMP act inh: MT1-MMP (human) activation inhibition; P50281; HT1080 RFP-PRO-GFP cells, GFP/RFP ratio fluorescence, overnight; percent of plate control window, DMSO zero; GFP/RFP ratio change, % at 20 µM; actives 0.061% (n = 360,000); AID 651647;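 active = GFP/RFP ratio change of at least 30% with cell ATP level not reduced by more than half and red fluorescence within 50% of control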; also: strong numbers were not always called active
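Assay system: RFP-PRO-GFP reporter HT1080 cells; read-out basis: GFP/RFP fluorescence ratio; benchmarks: DMSO wells and RFP-L50D-GFP cells; doses: 20 µM single dose, 1% DMSO; schedule: overnight cell settling, then overnight compound exposure, 37 °C, 5% CO2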
Rpn11 inh: blocks the human proteasome subunit Rpn11; human 26S proteasome, Ub4-pepOG fluorescence polarization; 20S core pre-blocked with epoxomicin; actives 0.59% (n = 360,000); calls only at 20 µM;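 active = inhibition at 20 µM, scaled to each plate's controls, above about 33%, limit read from the data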
NadD block: NadD (S. aureus) enzyme inhibition; purified NadD enzyme, colorimetric absorbance read-out; inhibition, % at 20 µM; actives 0.78% (n = 360,000); AID 602399; in the data active = inhibition above about 26%; also: some compounds past the cut are filed as inactive
* = called active by the depositor; i = inactive; . = no result given.

SMILES	SKN-1 block	CSN deneddyl inh	MLLE-PAM2 inh	FAS TE block	Rin1-Abl PPI inh	Neddyl block	MT1-MMP act inh	Rpn11 inh	NadD block
CCC(c1nnc(SCC(=O)Nc2cccc(S(N)(=O)=O)c2)n1Cc1ccccc1)N(C)C (configuration not stated)	3.1	-0.3	-25.7	-1.5	-2.3	i	-2.3	i	-3.5
CCOc1ccc(C2CC(c3cccc(OC)c3OC)n3nnnc3N2)cc1Cl (configuration not stated)	2.2	4.7	-0.1	7.2	2.7	i	1.3	i	3.0
CCSc1nnc2c(n1)OC(c1ccc(C(=O)O)cc1)N(C(C)=O)c1ccccc1-2 (configuration not stated)	-1.0	-0.5	3.1	1.7	-4.9	i	10.1	i	1.5
CCOC(=O)c1cccc(NC(=O)C(NS(=O)(=O)c2ccc3c(c2)CCN3C(C)=O)C(C)C)c1 (configuration not stated)	6.3	0.1	-3.2	-9.6	0.4	i	6.3	i	10.0
CC(C)Cc1ccc(-c2cc3nc(NCC4CC4)ccn3n2)cc1	22.5	3.5	-4.4	15.3	0.2	.	-1.3	i	2.5
O=S(=O)(c1ccccc1)N1CCC(=NO)CC1	-2.5	-4.8	18.2	-7.6	1.5	i	3.5	i	1.3
COc1cccc(/C=C/c2ccc3ccccc3n2)c1OC(C)=O	2.0	-3.0	2.4	8.6	0.5	i	-4.5	i	-5.5
Cc1cc(NS(=O)(=O)c2ccc(NC(=S)NC(=O)c3ccc(C(C)(C)C)cc3)cc2)no1	-7.4	-6.0	37.7	-23.6	-2.8	i	4.4	i	15.9
O=C(CCn1cccn1)N1CCCC(Nc2ccc(F)c(F)c2)C1 (configuration not stated)	9.8	-2.7	-10.5	-6.4	-2.0	i	0.8	i	-4.9
Cc1ccc(S(=O)(=O)N(CC2CO2)c2cccc([N+](=O)[O-])c2)cc1 (configuration not stated)	3.2	5.5	-1.4	8.1	5.0	i	-9.5	i	-14.6
CC(C)CNC(=O)C1Nc2ccc(OC(F)(F)F)cc2C2C=CCC12 (configuration not stated)	7.1	-2.7	1.6	-8.7	1.1	i	-1.3	i	2.6
COc1c(S(=O)(=O)N2CCN(C(=O)c3ccco3)CC2)ccc(Cl)c1Cl	-10.5	1.7	-10.6	4.4	0.6	i	0.1	i	0.9
CCOC(=O)C1=C(C)n2c(s/c(=C/c3cccc([N+](=O)[O-])c3)c2=O)=NC1c1ccc(O)c(OC)c1 (configuration not stated)	-3.3	9.6	-15.0	11.7	4.7	i	1.3	i	-2.7
Cc1cc(C)cc(C(=O)NCC(=O)NCCc2c[nH]c3ccccc23)c1	2.5	4.9	5.1	-2.3	4.3	i	0.0	i	-5.8
Cc1ccc(S(=O)(=O)N2CCCC(C(=O)N3CCN(c4ccccc4)CC3)C2)cc1 (configuration not stated)	8.7	-4.0	-5.7	12.5	1.9	i	0.9	i	0.0
COc1ccnc(Oc2ccccc2)c1-c1ncn[nH]1	-5.9	-0.1	-1.6	-2.5	2.6	i	-1.6	i	-3.2
CCOC(=O)c1c(/N=C/C2C(=O)CC(C)(C)CC2=O)sc2c1CCCC2	-6.1	-2.6	12.4	16.4	1.1	i	4.0	i	0.2
Cc1ccc(S(=O)(=O)N2CCC(C(=O)N[C@@H](C)C(=O)NCCc3ccccc3)CC2)cc1	0.0	0.9	-4.0	-2.1	-4.1	i	2.5	i	4.3
O=C(Cc1ccc(NC(=O)C2CCN(C(=O)c3ccccc3)CC2)cc1)Nc1cccc(C(=O)N2CCCC2)c1	8.6	2.6	4.7	-10.5	-1.0	i	0.5	i	1.7
COc1ccccc1C1CCN(C(=O)C2CCCCC2)CC1	9.6	2.4	9.9	4.3	5.3	i	3.8	i	-3.8
Cc1ccc2cc(CCNC(=O)C(=O)c3c(C)[nH]c4ccccc34)c(=O)[nH]c2c1	1.4	1.2	-5.4	-3.4	-0.1	i	-3.0	i	0.8
CC(C)(C)c1cc(Cl)ccc1OCCn1ccnc1	-2.7	1.5	-4.3	-9.7	-0.4	i	1.7	i	-4.9
Cc1ccc2cccc(O)c2[n+]1[O-]	16.2	2.3	4.0	-0.2	-2.5	i	0.2	i	-2.7
CCOC(=O)C1(Cc2cccc(Cl)c2)CCCN(C(=O)c2c(CC)noc2C)C1 (configuration not stated)	-1.7	-3.6	-8.9	0.6	1.7	i	-1.6	i	-5.6
Cc1cc(C)n(CC(=O)NC2CCCCC2)n1	-8.4	-5.5	1.5	-9.7	1.8	i	-1.2	i	-10.7
CCOc1ccc(CN(C)C(=O)[C@H](C)NC(=O)c2ccco2)cc1OC	5.4	-1.6	-12.7	-7.6	0.3	i	-0.7	i	-4.2
CC1CC(C)CN(CCCNC(=O)c2ccc3c(c2)ncn3C2CCCC2)C1 (configuration not stated)	9.3	3.0	-8.2	-6.8	-4.1	i	3.8	i	-5.9
CC(Sc1ccccc1)C(=O)N/N=C/c1ccccc1 (configuration not stated)	14.0	-2.8	-12.9	2.9	-0.8	i	-0.3	i	0.4
COCCNCCCCOc1c(Cl)cc(C)cc1Br	16.2	1.5	1.4	-7.1	-4.3	i	-0.3	i	-8.5
O=C(N/N=C/c1cc2c(c([N+](=O)[O-])c1)OCO2)c1ccncc1	13.7	0.1	4.4	-2.7	-2.2	i	1.3	i	-4.3

Looked up one by one from above (6):
SMILES	SKN-1 block	CSN deneddyl inh	MLLE-PAM2 inh	FAS TE block	Rin1-Abl PPI inh	Neddyl block	MT1-MMP act inh	Rpn11 inh	NadD block
CCOC(=O)C1(Cc2cccc(Cl)c2)CCCN(C(=O)c2c(CC)noc2C)C1 (configuration not stated)	-1.7	-3.6	-8.9	0.6	1.7	i	-1.6	i	-5.6
Cc1ccc(S(=O)(=O)N2CCC(C(=O)N[C@@H](C)C(=O)NCCc3ccccc3)CC2)cc1	0.0	0.9	-4.0	-2.1	-4.1	i	2.5	i	4.3
Cc1ccc2cccc(O)c2[n+]1[O-]	16.2	2.3	4.0	-0.2	-2.5	i	0.2	i	-2.7
CC(Sc1ccccc1)C(=O)N/N=C/c1ccccc1 (configuration not stated)	14.0	-2.8	-12.9	2.9	-0.8	i	-0.3	i	0.4
CC(C)(C)c1cc(Cl)ccc1OCCn1ccnc1	-2.7	1.5	-4.3	-9.7	-0.4	i	1.7	i	-4.9
CCOc1ccc(CN(C)C(=O)[C@H](C)NC(=O)c2ccco2)cc1OC	5.4	-1.6	-12.7	-7.6	0.3	i	-0.7	i	-4.2

Further entries.
SMILES	SKN-1 block	CSN deneddyl inh	MLLE-PAM2 inh	FAS TE block	Rin1-Abl PPI inh	Neddyl block	MT1-MMP act inh	Rpn11 inh	NadD block
Cn1c(Nc2ccccc2)nc2ccccc21	-11.3	0.6	1.3	-3.2	-0.5	i	4.6	i	5.0
COc1cccc(OC)c1NC(=O)CN1CCC(NC(=O)c2cccc(F)c2)CC1	13.3	3.4	-11.5	-6.0	-2.3	i	0.7	i	-0.3
CCOC(=O)c1ccccc1NS(=O)(=O)c1c(C)nc2sccn2c1=O	9.0	-2.4	6.9	-0.3	1.9	i	-0.3	i	-1.1
CCC1(c2ccccc2)NC(=O)N(CC(=O)NC2CCCCCC2)C1=O (configuration not stated)	-11.2	-1.5	-3.4	-9.0	2.1	i	-1.5	i	0.2
CCOc1cc(C(=O)CCC(=O)OCC(=O)NC(=O)NCC(C)C)ccc1O	8.8	0.1	5.9	-11.2	-3.1	i	6.5	i	-1.1
CCN(C(=O)CSc1nnc(C(C)N(C)C)n1-c1ccc(F)cc1)C1CCS(=O)(=O)C1 (configuration not stated)	5.5	-2.0	-4.1	-7.3	-2.7	i	1.9	i	-7.9
COc1ccc(NC(=S)Nc2ccc(S(=O)(=O)N3CCCCC3)cc2)cc1	-9.7	3.9	25.7	0.0	-2.4	i	2.2	i	-0.1
CCN(CC(=O)Nc1c(F)cccc1F)C(=O)CCSc1ccc(F)cc1	8.3	1.0	9.4	-5.0	0.5	i	0.4	i	-6.5
O=C(CN1CCCCC1)NC(=O)NC1CCCCC1	-1.5	-2.5	4.8	-6.4	3.7	i	0.9	i	-6.0
Cn1c(N)c(C(=O)CSc2nnc(C3CC3)n2-c2ccccc2)c(=O)[nH]c1=O	27.2	-1.1	8.8	-3.3	-2.1	i	-2.3	i	4.4
OCCCNc1ncnc2c1ncn2[C@H]1CN(Cc2ccco2)C[C@@H](CO)O1	-2.1	-4.4	23.6	-9.2	-4.4	i	-6.0	i	-1.2
CCOC(=O)CSc1nnc(CNC(=O)c2cccc(C)c2)n1C	-5.4	5.3	7.9	-0.2	-2.1	i	0.8	i	-5.2
CSc1nc(O)c(C(c2ccc(F)cc2)c2c(O)nc(SC)[nH]c2=O)c(=O)[nH]1	22.4	3.0	12.5	-5.4	1.1	i	-1.4	i	-4.3
Cc1ccccc1OCCOC(=O)c1ccc(S(=O)(=O)N2CCCC2)cc1	5.3	0.1	8.5	32.4	-2.6	i	-1.1	i	3.9
CCOC(=O)c1ccc(Nc2nc(C(=O)OCC)nc3ccccc23)cc1	-4.7	4.9	15.9	16.6	-2.8	i	-1.4	i	-4.6
CCC1(c2ccccc2)NC(=O)N(CC(=O)Nc2ccc(Cl)c(S(=O)(=O)N3CCCCC3)c2)C1=O (configuration not stated)	-0.8	1.8	12.8	19.5	5.2	i	5.7	i	1.7
O=C(O)C1CCCN(S(=O)(=O)c2ccc(Br)cc2)C1 (configuration not stated)	9.8	-5.4	9.8	-6.5	-0.4	i	3.7	i	-5.9
O=C(Nc1ccc(N2CCOCC2)cc1)c1cc(-n2cnnc2)ccc1Cl	-7.5	-3.3	-6.2	-2.3	-0.4	i	-5.7	i	-0.2
CN1c2ccccc2Sc2cc(N)ccc21	8.5	-0.9	20.5	-4.6	-1.5	i	2.3	i	18.9
Cc1cccc(N2CCN(C(=O)CCNS(=O)(=O)c3ccc4c(c3)oc(=O)n4C)CC2C)c1 (configuration not stated)	2.2	-0.9	-8.4	0.7	1.8	i	0.3	i	1.8
O=C(CCSc1nnc(-c2ccncc2)o1)Nc1ccccc1Cl	8.8	-1.2	-3.4	-7.1	-1.9	i	5.2	i	3.2
CC1(C)CC(=O)C(C=NCCN2CCN(C(=O)NC34CC5CC(CC(C5)C3)C4)CC2)=C(O)C1	4.4	2.2	2.6	-6.3	0.1	i	4.0	i	-5.2
O=C(Nc1cccc([N+](=O)[O-])c1)c1cccc(C(=O)Nc2cccc([N+](=O)[O-])c2)c1	13.2	7.9	-1.1	-4.2	-1.2	i	-17.7	i	22.9
CCOc1ccccc1NC(=O)COC(=O)Cc1ccsc1	5.2	-0.7	11.8	0.7	0.7	i	1.3	i	-1.8
O=C(N/N=C/c1cccnc1)c1ccc(O)cc1	-5.7	-0.9	2.2	-3.9	0.9	i	3.3	i	-7.1
COc1ccccc1C(=O)Nc1ccon1	15.3	-2.1	-12.4	-5.2	3.1	i	-2.6	i	-2.2
Clc1c(-c2ccccc2)nc2ccccn12	0.7	-1.4	6.4	5.4	-4.0	i	2.2	i	-2.1
Cc1nn(C)c(C)c1CN(C(=O)C1CCC(=O)N(C2CCCCCC2)C1)C(C)C (configuration not stated)	26.1	-1.8	7.2	-2.2	-3.0	i	3.3	i	0.8
